Mtb FBA inh: inhibits M. tuberculosis FBA enzyme. P9WQA3. purified M. tuberculosis FBA, fluorescence read-out. inhibition, % at 1 µM. 360,000 compounds, 2.3% hits. AID 588726; in the data active = inhibition above about 27%;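 also: 0% = vehicle and 100% = reference inhibitor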
Target sequence (P9WQA3 whole entry, looked up): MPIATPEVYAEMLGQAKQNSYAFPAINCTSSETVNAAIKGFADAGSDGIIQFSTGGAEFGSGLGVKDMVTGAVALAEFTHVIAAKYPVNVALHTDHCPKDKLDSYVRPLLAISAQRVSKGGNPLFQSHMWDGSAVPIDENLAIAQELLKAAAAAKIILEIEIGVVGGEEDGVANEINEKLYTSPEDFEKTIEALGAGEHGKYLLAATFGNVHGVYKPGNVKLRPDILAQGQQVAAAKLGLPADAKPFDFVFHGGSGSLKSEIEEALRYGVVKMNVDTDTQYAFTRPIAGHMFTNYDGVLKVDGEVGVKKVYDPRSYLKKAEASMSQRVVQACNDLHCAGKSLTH
DUSP3 inh: blocks human VHR1 dual specificity phosphatase. recombinant VHR phosphatase, pNPP absorbance. P51452. 290,000 compounds, 0.52% hits. AID 1654. inhibition, % at 13.3 µM; in the data active = inhibition above about 50%; also: some compounds called inactive have numbers as strong as hits
Target sequence (P51452 whole entry, looked up): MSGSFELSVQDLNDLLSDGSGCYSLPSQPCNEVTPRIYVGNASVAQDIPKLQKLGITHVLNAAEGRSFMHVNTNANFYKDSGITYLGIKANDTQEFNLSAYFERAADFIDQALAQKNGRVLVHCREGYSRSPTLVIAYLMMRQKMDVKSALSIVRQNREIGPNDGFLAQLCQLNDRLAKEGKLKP
BoNT F protease: BoNT F light chain protease inhibition. AID 588497. 360,000 compounds, 0.22% hits. Multiplex microsphere protease cleavage assay, flow cytometry. inhibition, % at 10 µM; in the data active = inhibition above about 35%, passing the limit was not always enough; inconclusive = no clear call, values can overlap the other calls; also: plate controls were buffer without enzyme for full effect and enzyme alone for no effect
CCHFV vOTU inh: blocks the CCHF virus ovarian tumor domain protease. CCHFV vOTU protease, Pep-AMC fluorescence. inhibition, % at 11.5 µM. 370,000 compounds, 0.55% hits; also: 0% = vehicle wells with enzyme and 100% = no enzyme wells
FadD28 FP inh: M. tuberculosis FadD28 bisubstrate binding inhibition; FadD28 bisubstrate probe binding, fluorescence polarization; inhibition, % at 12.5 µM; 360,000 compounds, 0.22% hits; in the data active = inhibition above about 8.5%, passing the limit was not always enough; inconclusive = no clear call, values can overlap the other calls
Rv3671c protease: inhibits the M. tuberculosis serine protease Rv3671c | P9WHR9 | inhibition, % at 5.96 µM | 320,000 compounds, 0.048% hits | AID 2606; in the data active = inhibition above about 38%;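 also: extracellular domain of Rv3671c used as enzyme; 0% = enzyme with DMSO and 100% = no enzyme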
Target sequence (P9WHR9 whole entry, looked up, the tested form may be a part): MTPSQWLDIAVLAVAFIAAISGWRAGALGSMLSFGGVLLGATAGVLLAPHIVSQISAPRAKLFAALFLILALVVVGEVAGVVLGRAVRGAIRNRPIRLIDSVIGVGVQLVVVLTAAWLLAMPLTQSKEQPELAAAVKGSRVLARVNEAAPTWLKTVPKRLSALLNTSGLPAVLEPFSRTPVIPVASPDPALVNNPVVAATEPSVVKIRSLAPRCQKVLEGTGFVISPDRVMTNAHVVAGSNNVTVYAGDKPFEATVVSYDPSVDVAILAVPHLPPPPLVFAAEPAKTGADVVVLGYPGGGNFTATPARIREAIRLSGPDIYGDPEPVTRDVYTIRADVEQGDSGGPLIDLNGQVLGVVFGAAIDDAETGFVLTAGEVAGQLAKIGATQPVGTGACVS
MazEF act: activators of E. coli MazEF toxin-antitoxin RNase; FAM/BHQ RNA-DNA oligo cleavage fluorescence, 5 h; activation, % at 20 µM; 350,000 compounds, 0.32% hits; in the data active = activation above about 50%
Target sequence (P0AE70 whole entry, looked up): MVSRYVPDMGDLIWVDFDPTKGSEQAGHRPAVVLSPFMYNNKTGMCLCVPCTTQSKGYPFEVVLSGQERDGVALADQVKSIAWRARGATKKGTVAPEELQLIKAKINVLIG
UGM FP inh: Mtb UDP-galactopyranose mutase inhibition | P9WIQ1 | purified UGM, fluorescence polarization probe displacement | inhibition, % at 10 µM | 320,000 compounds, 0.06% hits | AID 504406; in the data active = inhibition above about 10%, passing the limit was not always enough; inconclusive = no clear call, values can overlap the other calls
BioA inh: inhibitors of Mycobacterium tuberculosis BioA enzyme; purified M. tuberculosis BioA enzyme, plate reader; 360,000 compounds, 0.096% hits; AID 602481; inhibition, % at 9.99 µM; in the data active = inhibition above about 40%; inconclusive = no clear call, values can overlap the other calls
GDH-TPI inh: counter-screen for M. tuberculosis FBA inhibitors: GDH-TPI coupled enzymes; 360,000 compounds, 1.2% hits; inhibition, % at 4.8 µM; GDH-TPI coupled enzyme counterscreen, NADH absorbance;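 also: 0% = DMSO wells and 100% = wells lacking the enzyme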
Starred values were filed as active, the others as inactive; ? = inconclusive; . = not tested or not shown. Rule as the data show it, unless noted: active = inhibition above about 30%; inactive = the rest.

SMILES	Mtb FBA inh	DUSP3 inh	BoNT F protease	CCHFV vOTU inh	FadD28 FP inh	Rv3671c protease	MazEF act	UGM FP inh	BioA inh	GDH-TPI inh
COc1cc2ccnc(C=O)c2cc1OC	5	.	-1	.	-0.9	.	7	.	7.4	14
O=C(CN1C(=O)CSc2ccc(S(=O)(=O)N3CCOCC3)cc21)NCCCN1CCc2ccccc2C1	2	6	5	2	-0.4	-4	1	-0.8	.	1
CC(C)(C)c1nc(CN2CCCCC2)cc(CN2CCCCC2)c1O	10	17	1	8	2.3	2	0	-0.3	-1.8	-6
O=C(CCC(=O)N/N=C/c1ccccc1O)NCc1ccccc1	5	-2	3	-20	-1.0	-3	7	-1.5	-4.6	16
CCc1nnc(NS(=O)(=O)c2ccc(N/C=C(\C=O)c3nc4cc(Cl)ccc4o3)cc2)s1	2	27	-6	3	-0.4	-5	3	1.7	-1.6	11
COC(=O)c1ccc(C(=O)OC)c(NC2=NS(=O)(=O)c3ccccc32)c1	6	-2	-2	-5	0.0	-3	0	0.2	-4.0	16
CCN(CC)C(=O)c1ccc(S(=O)(=O)NCc2cccnc2)cc1	0	12	4	-11	0.6	-4	19	-1.8	3.9	5
CC1CCN(C(c2ccc(N(C)C)cc2)c2nnnn2Cc2ccc(F)cc2)CC1 (stereo not drawn)	4	10	-4	7	-2.7	10	4	3.3	-3.1	-15
COc1cccc(/C=N/Nc2nc3ccccc3n3cnnc23)c1	0	51*	0	-17	-5.9	10	16	-0.1	-0.8	22
CCCc1ccc(C(=O)NNc2cccc(C)c2)cc1	4	29	-6	7	-1.6	-6	11	-1.8	-5.9	-2
CC(C)OCCCNC(=O)Cn1ncc2c(=O)oc3ccccc3c21	-2	25	-10	-6	0.0	-5	7	-0.4	-0.5	15
COc1ccc(N2CCN(C(CNC(=O)C(=O)NCc3ccc4c(c3)OCO4)c3ccco3)CC2)cc1 (stereo not drawn)	-1	22	-6	-4	-1.8	-3	3	-0.3	.	7
COc1ccnc2c1c(=O)n(Cc1cccc(Cl)c1)c(=O)n2C	1	14	2	16	-2.7	-12	8	-2.3	0.4	-6
Clc1ccc(CSc2cc3c(nn2)-c2ccccc2CC3)cc1	6	14	-12	7	-1.4	-14	-8	3.2	1.3	4
O=S(=O)(c1cccc2nsnc12)N1CCc2ccccc21	0	8	-5	12	-0.9	.	0	.	1.0	7
CN(C)S(=O)(=O)c1ccc(NC(=O)COC(=O)CC2CC3CCC2C3)cc1 (stereo not drawn)	1	14	-3	14	6.2	-5	-2	5.4	0.0	-9
O=C(C1CCC(Cn2c(=S)[nH]c3ccccc3c2=O)CC1)N1CCN(c2ccccn2)CC1 (stereo not drawn)	7	4	0	-1	-2.0	8	-2	-1.1	-0.3	0
COc1ccc(C)cc1NC(=O)Nc1ccc2c(c1)CCC2	1	2	8	4	-2.0	3	7	-1.7	-3.6	5
O=C(c1ccc(C(F)(F)F)cc1)N1CCN(c2ccc(N3CCOCC3)nn2)CC1	21	.	-5	-14	1.0	4	0	5.6	-2.8	6
Cc1cc(C)c[n+](-c2[nH]c(=O)sc2/C=N/N=C(\N)[S-])c1	-6	9	-6	5	2.6	-5	4	-2.0	.	27
CCCS(=O)(=O)NC(=O)C1(C)CCCN(C(=O)c2cccnc2Oc2ccccc2)C1 (stereo not drawn)	1	.	-8	-3	-1.7	.	.	.	-0.8	0
S=c1[nH]nc(COc2ccc(Cl)cc2)n1-c1ccc(Cl)cc1	1	10	?	0	3.0	-1	-2	0.2	-1.1	-3
COC(=O)C1=NN[C@H](C(=O)OC)[C@H]1c1ccccc1	0	-14	-1	8	-0.9	-4	4	0.7	-0.5	3
COc1cccc(C(=O)OC2CCN(C)CC2)c1	2	31	-6	3	-0.6	5	11	1.3	.	3
CCOc1cc(NC(=O)C2CC2)c(OCC)cc1NC(=O)CCn1nnc2ccccc21	-2	2	5	-12	-4.6	8	4	-2.3	-0.9	-12
Nc1nc(-c2cc3ccccc3o2)cs1	-5	14	-1	-1	-1.3	-10	4	-0.1	-1.3	16
CCCNS(=O)(=O)c1ccc(N2CCCC2=O)c([N+](=O)[O-])c1	6	12	-3	4	0.7	-1	3	-0.4	.	6
CCCC(=O)NC(=S)Nc1ccccc1OC	0	7	14	-11	-1.5	-1	4	2.9	0.6	9
Cc1ccsc1/C=N/NC(=O)c1ccc(-n2cccc2)cc1	-2	18	-4	12	-0.2	-5	-14	6.5	.	28
CCOC(=O)C(NC(C)=O)C(=O)Nc1ccc(OC)cc1 (stereo not drawn)	2	-3	-3	19	2.2	-2	-16	-1.4	.	14
COCCN(C(=O)Cc1cccs1)C(C(=O)NC1CCCC1)c1ccc(OC)c(OC)c1 (stereo not drawn)	-2	-15	3	-9	-2.7	-3	6	-2.2	-0.8	-2
CC1(C(=O)NS(=O)(=O)c2cccc(OC(F)F)c2)CCN1C(=O)c1ccccc1CCc1ccccc1 (stereo not drawn)	0	.	-7	20	-1.9	.	.	.	0.8	4
CCOc1ccc(NS(=O)(=O)c2ccc(-c3cnc(C4CC4)o3)cc2)cc1	1	27	-9	30*	-4.1	-12	6	-1.4	1.7	2
COc1ccc(OCCNc2cc(N3CCCCC3)ccc2[N+](=O)[O-])cc1	-2	15	-24	10	-0.2	-3	-2	0.6	-2.4	8
NNC(=O)CCn1nnc2ccccc21	0	-1	-1	-2	-3.9	7	7	1.1	.	-5
c1ccc(CCNCc2ccco2)nc1	-2	.	-28	15	0.4	.	-5	.	0.3	9
O=C1CC(c2ccc(Cl)cc2)CC(O)=C1C=NCCN1CCNCC1 (stereo not drawn)	.	3	.	5	.	6	.	0.0	.	.
COc1ccc(C2CC(c3ccccc3)=NN2C(=O)COC(=O)c2ccc(S(C)(=O)=O)cc2)cc1 (stereo not drawn)	-3	.	.	-8	-3.4	-7	-13	0.4	-0.9	-4
O=C(COC(=O)c1cncc(Br)c1)Nc1ccc(F)c(F)c1F	-1	.	2	0	-3.9	.	-1	.	-2.9	-8
COc1ccc(NC(=O)C(=O)NNC(=O)c2cccs2)c(OC)c1	1	27	-22	14	0.0	-2	-6	-1.7	-3.2	36*
COc1ccc(CC(=O)Oc2ccc(C#N)cc2)cc1	-1	5	?	-2	0.0	-3	11	-0.6	-1.5	-3
Cc1c(N/N=C(\C#N)C(=O)c2ccccc2)c(=O)n(-c2ccccc2)n1C	-9	-5	-11	10	0.6	.	-7	.	0.8	16
OCc1c(Cl)nc2ccccn12	6	10	-1	-3	-3.1	3	7	-2.3	.	9
Cc1ccc(CNC(=O)CCc2nnc3ccc(N4CCC5(CC4)OCCO5)nn23)cc1	0	5	1	-5	-2.5	-2	4	-1.8	-0.6	14
COc1cc(OC)cc(C(=O)NNC(=O)c2cc3c(s2)CCCC3)c1	3	26	-2	-11	0.0	-2	-1	-1.8	.	-1
Cc1cc2cc(CNC(=O)Nc3ccc(Cl)c(Cl)c3)ccc2n1C	2	12	-123	17	13*	-13	7	-0.9	-2.4	-2
S=C(Nc1ccccc1)N1CCN(c2ccccn2)CC1	2	7	2	-14	0.1	5	0	0.8	.	7
CC1Cc2cc(S(=O)(=O)N3CCCCC3C)ccc2N1C(=O)C1CCC1 (stereo not drawn)	-2	-22	4	11	-1.2	-2	-1	0.2	0.2	-5
CC(=O)c1cccc(NC(=O)CSc2nc(C3CC3)nc3ccccc23)c1	0	0	8	-2	1.0	-7	6	1.1	-1.6	-1
Cn1c(C(=O)O)ccc1S(=O)(=O)N1CCCCCC1	0	5	-12	-13	-1.5	5	2	-1.9	.	0
O=C(COC(=O)c1cccs1)Nc1nc(-c2ccccc2)cs1	1	26	-2	-6	-2.2	-31	-10	1.8	-0.6	13
CCN(CC)C(=S)Sc1c(-c2ccccc2)c2cc(Cl)ccc2[nH]c1=O	3	6	-2	-5	-2.2	-6	-9	1.9	.	-2
CCN(CC)CC#CC(OC)(c1ccccc1)c1ccccc1	3	14	-2	-2	-3.0	6	5	4.1	.	0
Cc1ccsc1C1NC(=O)c2c(sc3c2CCCC3)N1 (stereo not drawn)	11	8	-6	.	-2.3	-15	-2	2.4	-0.5	15
COC(=O)c1c(C)nc2ccccc2c1-c1ccccc1	-2	29	1	1	-5.0	-7	-18	-3.1	-1.2	3
Cc1nn(Cc2ccc([N+](=O)[O-])cc2)c(=O)n1N(C)c1ncc(C(F)(F)F)cc1Cl	0	15	38*	-4	-2.6	0	-9	0.5	0.7	6
O=S(=O)(Cc1ccccc1Cl)N1CCCCC1	1	-6	-20	6	-0.7	3	6	1.0	-2.2	3
CC(C)NC(=O)c1ccc(COc2cccc3ccccc23)o1	-2	.	-3	0	-2.0	.	2	.	0.1	2
Cc1ccc(-c2csc(NC(=O)Cn3cnc4c3c(=O)n(C)c(=O)n4C)n2)cc1C	4	-2	-1	1	-0.2	-1	-13	-4.3	-1.1	7
Cc1nnsc1C(=O)N/N=C/c1ccc(OC(F)(F)F)cc1	1	28	-4	-1	-1.5	0	-4	0.2	-3.3	12

Other entries.
SMILES	Mtb FBA inh	DUSP3 inh	BoNT F protease	CCHFV vOTU inh	FadD28 FP inh	Rv3671c protease	MazEF act	UGM FP inh	BioA inh	GDH-TPI inh
CCCP(=O)(CC(=O)N(CC)CC)c1ccccc1 (stereo not drawn)	-2	-2	0	-8	-3.9	-1	0	1.0	1.4	-6
CC1CCCN(S(=O)(=O)c2ccc(NC(=O)CNC3CCCC3)cc2)C1 (stereo not drawn)	6	20	1	13	0.6	-3	-1	-3.1	-5.8	-2
COc1cccc(NC(=O)c2cc(C(=O)Nc3cccc(OC)c3)n(C)n2)c1	1	-10	-4	10	-1.2	-62	3	3.3	0.0	3
COCCn1c(SCc2nc3ccccc3c(=O)[nH]2)nc2ccccc2c1=O	6	16	6	-3	0.1	0	9	-3.0	.	-16
Cc1ccc(S(=O)(=O)Nc2ccc(-c3cn4ccc(C)cc4n3)cc2)cc1	13	-18	-4	7	-3.0	-17	0	-0.8	-1.1	16
COc1ccc(-c2csc(-c3ccccc3)n2)c(OC)c1	2	-2	-8	15	0.4	-5	-22	0.3	.	3
Cc1ccc(-c2c(C)sc3nc[nH]c(=O)c23)cc1C	1	53*	?	10	-2.2	-8	4	-0.9	2.1	-3
O=C(CSc1nc(-c2ccccc2)c(-c2ccccc2)o1)NC1CCS(=O)(=O)C1 (stereo not drawn)	7	36	-2	10	-2.4	2	-20	-1.0	.	-2
OCCN(Cc1ccccc1)C(=S)Nc1ccc(Cl)cc1Cl	-1	21	-3	2	-0.9	-2	-6	-1.9	.	3
C=CCOc1ccc(/C(O)=C2/C(=O)C(=O)N(CCCN3CCOCC3)C2c2ccccc2)cc1 (stereo not drawn)	0	.	0	10	-0.4	5	1	0.8	-0.4	5
COc1cccc(CNC(=O)c2ccc(C(=O)NCc3cccc(OC)c3)cc2)c1	-1	10	7	14	-1.8	-1	-10	-0.8	-1.9	0
CCCCC(=O)Nc1sc(C(=O)N(CC)CC)c(C)c1C(=O)OC	-1	31	2	4	-1.1	4	-4	2.1	1.4	5
CC(C)c1nc(CNC(=O)C2CCC(=O)N(CCc3cccc(F)c3)C2)cs1 (stereo not drawn)	7	11	-9	-1	-2.1	.	-5	-4.0	-0.7	-2

A different layout for some results above:
mol | Mtb FBA inh | DUSP3 inh | BoNT F protease | CCHFV vOTU inh | FadD28 FP inh | Rv3671c protease | MazEF act | UGM FP inh | BioA inh | GDH-TPI inh
C=CCOc1ccc(/C(O)=C2/C(=O)C(=O)N(CCCN3CCOCC3)C2c2ccccc2)cc1 (stereo not drawn) | 0 | . | 0 | 10 | -0.4 | 5 | 1 | 0.8 | -0.4 | 5
COc1cccc(CNC(=O)c2ccc(C(=O)NCc3cccc(OC)c3)cc2)c1 | -1 | 10 | 7 | 14 | -1.8 | -1 | -10 | -0.8 | -1.9 | 0

Some values from the results shown:
For Mtb FBA inh, `CC(C)c1nc(CNC(=O)C2CCC(=O)N(CCc3cccc(F)c3)C2)cs1` (stereo not drawn) is listed with 7
For FadD28 FP inh, `Cc1ccc(S(=O)(=O)Nc2ccc(-c3cn4ccc(C)cc4n3)cc2)cc1` is listed with -3.0
For BoNT F protease, `CC1CCCN(S(=O)(=O)c2ccc(NC(=O)CNC3CCCC3)cc2)C1` (stereo not drawn) is listed with 1

Compound activity as filed in PubChem.
